From PubChem BioAssay
TAAR1 ag = human TAAR1 agonism; Q96RJ0; CHO RD-HGA16 TAAR1, Fluo-8 calcium fluorescence; vehicle wells 0%, saturating PEA agonist 100%; activation, % at 3 µM; 360,000 compounds, 0.99% hits;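 active means activation above the mean activation of all test compounds in the run plus 3 SD, cut at about 38% in these data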
Target sequence (Q96RJ0 whole entry, looked up): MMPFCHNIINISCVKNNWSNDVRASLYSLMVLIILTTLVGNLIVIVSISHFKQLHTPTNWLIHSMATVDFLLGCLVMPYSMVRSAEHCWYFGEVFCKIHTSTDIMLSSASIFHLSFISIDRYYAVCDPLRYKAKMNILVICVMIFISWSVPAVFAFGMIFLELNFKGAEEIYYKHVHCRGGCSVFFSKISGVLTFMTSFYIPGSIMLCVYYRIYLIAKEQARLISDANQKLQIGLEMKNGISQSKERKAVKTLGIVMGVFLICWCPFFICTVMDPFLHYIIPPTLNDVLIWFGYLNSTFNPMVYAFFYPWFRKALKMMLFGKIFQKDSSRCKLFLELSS
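Test system: RD-HGA16 (CHO) cells co-expressing Gα16 and hTAAR1 / Benchmarks: DMSO vehicle as 0%, PEA at EC100 as 100% / Repeats: no replicates (n 1) / Measure: % activation from peak over basal fluorescence ratio, DMSO-to-PEA scaled / Timing: 17-24 h plating, Fluo-8 75 min 37 °C, 30 min RT / Technique: kinetic Fluo-8 calcium fluorescence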
CHO parental Ca = counter-screen: ATP calcium response change in parental CHO cells | parental CHO-K1, ATP-induced calcium, Fluo-8 fluorescence | inhibition, % at 5.6 µM | 330,000 compounds, 0.63% hits | AID 463079;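 active means inhibition above that plate's mean sample inhibition plus 3 SD, cut at about 26% in these data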;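 further: 0% = ATP-challenged DMSO wells and 100% = DMSO wells without ATP; some compounds past the cut are filed as inactive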
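Test system: parental CHO cells; detection: calcium-sensitive Fluo-8 fluorescence; evaluation: percent inhibition of calcium signal; also added: ATP as calcium-mobilizing challenge; repeats: one well per compound; control set: ATP-challenged DMSO wells low, unchallenged DMSO wells high; compound: single nominal dose of 5.6 µM per compound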
CHO-K1 Ca PAM = M1 PAM counterscreen hit in parental CHO-K1 cells. ATP EC20, Fluo-8 calcium fluorescence; 0% at ATP EC20, 100% at ATP max. activation, % at 3 µM. 360,000 compounds, 0.02% hits;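 active means activation above the run cutoff, the mean activation of all test compounds plus 3 SD, cut at about 40% in these data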;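 further: peak over basal fluorescence ratio in a 140 s read after ATP addition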
TAAR1 antagonist = human TAAR1 antagonism; 360,000 compounds, 1.5% hits; AID 624466; Q96RJ0; inhibition, % at 3 µM; CHO RD-HGA16 TAAR1, Fluo-8 calcium fluorescence, antagonist;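 active means inhibition above a per-plate cutoff, the mean inhibition of test compounds on that plate plus 3 SD, cut at about 49% in these data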;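 further: 0% = DMSO plus EC80 beta-PEA response and 100% = DMSO alone without agonist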
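Test system: hTAAR1-expressing CHO RD-HGA16 cells, Gα16-coupled; Probe or stimulus: EC80 β-phenethylamine stimulus; Compound dosing: single nominal final test compound concentration of 3 µM; Timing: 140 s kinetic read after compound, 140 s after agonist; Signal: Fluo-8 calcium-sensitive fluorescence; Measure: % inhibition of agonist calcium response; Controls: DMSO and EC80 PEA controls.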
CHO-K1 Ca ag = M1 agonist counterscreen hit in parental CHO-K1 cells; 360,000 compounds, 0.48% hits; Fluo-8 calcium fluorescence; scaled to maximal ATP response, vehicle zero; activation, % at 3 µM; in the data active means activation above about 15%;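 further: untransfected CHO-K1 host cells lacking M1 receptor as counterscreen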
CHRM1 agonist = activates human CHRM1 receptor | P11229 | CHO-K1 hM1, Fluo-8 calcium fluorescence, agonist mode; 0% DMSO, 100% acetylcholine EC100 | activation, % at 3 µM | 360,000 compounds, 0.33% hits | AID 588814;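 active means activation above the run's mean compound activation plus 3 SD, cut at about 16% in these data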;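 further: peak over basal fluorescence ratio within a 140 s kinetic read after compound addition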
Target sequence (P11229 whole entry, looked up): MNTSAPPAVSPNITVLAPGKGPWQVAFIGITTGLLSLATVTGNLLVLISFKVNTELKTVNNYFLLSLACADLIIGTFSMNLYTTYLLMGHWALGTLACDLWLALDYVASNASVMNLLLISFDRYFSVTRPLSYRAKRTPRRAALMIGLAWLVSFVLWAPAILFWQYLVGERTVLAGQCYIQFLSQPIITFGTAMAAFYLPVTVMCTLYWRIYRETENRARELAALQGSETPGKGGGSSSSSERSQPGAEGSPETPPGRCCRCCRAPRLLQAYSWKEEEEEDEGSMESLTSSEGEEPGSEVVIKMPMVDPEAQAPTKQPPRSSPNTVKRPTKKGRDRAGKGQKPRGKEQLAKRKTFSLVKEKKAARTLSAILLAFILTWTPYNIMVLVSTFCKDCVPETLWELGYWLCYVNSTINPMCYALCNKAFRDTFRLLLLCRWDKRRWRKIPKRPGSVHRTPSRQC
CHO-K1 Ca antag = nonselective inhibitor or artifact in parental CHO-K1 cells | inhibition, % at 3 µM | AID 602250 | ATP-induced calcium, Fluo-8 fluorescence | 360,000 compounds, 0.6% hits;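 active means inhibition above a per-plate cutoff, the plate's mean sample inhibition plus 3 SD, cut at about 24% in these data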;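 further: 0% = DMSO plus EC80 ATP and 100% = DMSO alone without ATP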
CHRM1 PAM = potentiates human M1 receptor response to acetylcholine | CHO-K1 hM1, Fluo-8 calcium fluorescence, ACh EC20; 0% = ACh EC20, 100% = maximal ACh | 360,000 compounds, 0.088% hits | activation, % at 3 µM | P11229 | AID 588819; in the data active means activation above about 19%, passing the limit was not always enough
M1 antag = antagonists of human M1 muscarinic receptor; inhibition, % at 3 µM; CHO-K1 hM1, Fluo-8 calcium fluorescence, ACh EC80 antagonist; 360,000 compounds, 1.3% hits;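 active means percent inhibition above its own plate's cutoff, namely the mean of that plate's compound wells plus 3 SD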;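 further: peak over basal fluorescence ratio during 140 s after agonist addition; 0% = ACh EC80 plus DMSO and 100% = DMSO alone without agonist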
* marks the source's active call; other numbers are inactive results; x = no result given.

structure,TAAR1 ag,CHO parental Ca,CHO-K1 Ca PAM,TAAR1 antagonist,CHO-K1 Ca ag,CHRM1 agonist,CHO-K1 Ca antag,CHRM1 PAM,M1 antag
CCOC(=O)C1=NOC2C3CC(C12)C1C(=O)N(CCc2ccc(OC)c(OC)c2)C(=O)C31 (stereo not given),1,-1,15,-26,1.2,-1,-9,6,-13
COCc1cccc(-c2csc(C(C)(NC(C)=O)c3ccccc3)n2)c1 (stereo not given),2,x,3,-3,0.4,-4,-4,5,-12
Cc1ccccc1OCC(=O)N/N=C/c1cccc(Oc2ccc([N+](=O)[O-])cc2[N+](=O)[O-])c1,1,-14,-4,9,0.4,-4,0,0,5
O=C(Nc1ccc2nsnc2c1)c1cccs1,14,-6,10,13,-0.1,-3,2,3,-2
C=CCc1cccc2cc(C(=O)NC)c(=O)oc12,8,-11,1,2,0.3,-3,-3,4,-19
Cc1ccc(N(CC(=O)N2CCc3ccccc32)S(=O)(=O)c2cccs2)cc1,7,-17,-4,-17,-0.3,-10,-5,3,-9
O=C(Nc1ccc(F)cc1F)Nc1ccccc1C(=O)NCCN1CCNC1=O,2,-7,19,-18,0.6,-3,-10,11,-15
COC(=O)c1ccc(OCC2c3cc(OC)c(OC)cc3CCN2C(C)=O)cc1 (stereo not given),2,2,8,-11,6.2,-3,-2,-12,17
Cc1ccc2oc(=O)n(Cc3ccc(OC(C)C)cc3)c2c1,1,-7,9,5,1.1,-6,-18,-3,-2
COc1cc(CC(=O)OCC(=O)NC(C)c2ccccc2)cc(OC)c1OC (stereo not given),1,3,-13,-3,0.4,4,-12,16,-1
COc1cc(CN2CCCCCC2)cc(Br)c1O,5,x,15,-4,0.0,-9,-7,10,-17
COc1ccc(C)cc1NC(=O)CN1CCN(S(=O)(=O)c2ccc(Cl)cc2)CC1,5,-30,23,-25,3.1,1,-9,9,-35
CN(CCO)CCOCCOc1cccc2ccccc12,1,3,13,-20,0.6,-2,-9,18,-26
COc1ccc(S(=O)(=O)N(C)c2ccc(C(=O)N3CCCCC3)cc2)cc1OC,0,-1,6,-15,8.4,3,-6,-5,4
O=C1c2cccnc2C(Nc2ccccc2Br)N1Cc1ccco1 (stereo not given),3,-15,28,-4,0.1,-13,-8,9,-8
Oc1ccc(Cl)cc1CNn1cnnc1,5,5,-8,-5,0.2,-3,-5,4,6
Clc1cccc(Cl)c1CN1CCN(c2ncccn2)CC1,1,x,5,-31,-0.3,-6,3,0,0
O=C(NC(Cc1ccccc1)C(=O)O)C1CCN(S(=O)(=O)c2cccc(C(F)(F)F)c2)CC1 (stereo not given),-2,-8,7,1,0.1,-4,2,5,-10
CCCCOc1ccccc1NC(=O)c1scc2c1OCCO2,0,x,53*,-1,2.3,-5,-24,-1,0
COc1ccc(N(CC(=O)N2CCN(c3cccc(Cl)c3)CC2)S(=O)(=O)c2c(C)noc2C)cc1,-1,-14,26,2,1.8,-4,-9,4,-7
COC(=O)c1ccc(CSc2nccn2C)cc1,7,-10,15,2,0.1,-6,-6,3,2
Cc1cc(C)c(CN2CCN(C(=O)Cn3ccc(N)nc3=O)CC2)c(C)c1,6,-3,17,-17,0.3,-3,-12,8,-14
CC(=O)N/C(=C\c1ccccc1)C(=O)OCc1cccc(S(=O)(=O)N(C)C)c1,6,x,-5,20,15*,-2,-3,-6,2
COC(=O)c1ccc(CNC(=O)c2ccc(OCC(=O)N3CCOCC3)c(OC)c2)cc1,0,-2,19,-23,0.8,-6,-9,6,-4
CC(C)NC(=O)C1(N2C(=O)c3ccccc3C2=O)CCCC1,2,x,14,-7,1.0,-5,-12,12,-23
CCc1nnc(NC(=O)CSCc2cc(=O)n3cc(C)sc3n2)s1,-1,-3,20,-34,0.9,-5,-12,12,-16
O=C(NCc1n[nH]c(=S)n1Cc1ccccc1)c1ccc(Cl)cc1Cl,0,2,18,18,1.4,-5,-12,0,-3
COc1cc2nc(COc3ccccc3[N+](=O)[O-])oc(=O)c2cc1OC,5,-3,14,-6,0.2,-2,-6,1,-1
CCOc1cc(-c2nccc3cc(OC)c(OC)cc23)cc(OCC)c1OCC,4,-27,-6,6,1.9,-5,3,10,-9
CCOc1ccc(N(CC(=O)N2CCCCC2)S(=O)(=O)c2ccc(Cl)cc2)cc1,4,-25,17,-14,-0.2,-7,-19,10,-13

(cont.)
structure,TAAR1 ag,CHO parental Ca,CHO-K1 Ca PAM,TAAR1 antagonist,CHO-K1 Ca ag,CHRM1 agonist,CHO-K1 Ca antag,CHRM1 PAM,M1 antag
COc1ccc(/C=C(/NC(=O)c2ccccc2)C(=O)NCc2ccncc2)cc1,4,-5,-4,-4,1.3,1,0,10,-2
Cc1cc(C)n(CC(O)COc2ccccc2C)n1 (stereo not given),2,-7,2,-7,0.6,-4,-10,5,-11
CC(C)(CO)CNC(=O)c1ccc(OC2CCN(C(=O)C3CC3)CC2)cc1,8,11,10,-21,1.3,-3,-15,8,-4
CCOC(=O)/C(C#N)=C1\C(=O)N(Cc2ccccc2)c2ccccc21,0,-11,-4,-4,5.4,6,-6,2,0
CCCOc1ccc(-c2c(C(=O)N/N=C/c3ccsc3)nnn2-c2nonc2N)cc1,29,-31,4,-19,6.8,7,-9,9,-4
Cn1c(C2=C(O)CN(Cc3ccccc3)C2=N)nc2ccccc21,1,6,5,-18,1.7,-3,-13,12,-17
CC(Sc1nc2c(N)ncnc2n1CCOc1ccccc1)C(=O)O (stereo not given),0,-3,9,14,0.3,-2,1,-3,6
O=C(O)Cc1ccc(NS(=O)(=O)c2ccc3c(c2)OCCO3)cc1,1,x,10,-16,0.1,-1,-12,12,-21
CC(=O)Nc1ccc2c(c1)CN(c1cc(C)ccc1C)CO2,10,-7,-14,21,8.3,2,25*,-4,2
CC(C)C[C@H](NC(=O)c1[nH]cnc1C(=O)N[C@@H](C)C(=O)OCc1ccccc1)C(=O)OCc1ccccc1,1,-25,-11,26,0.1,-6,5,-6,4
Cc1ccc(NC(=O)c2c(F)cccc2Cl)cc1S(=O)(=O)N1CCOCC1,6,-7,-11,13,2.7,-1,-6,-2,4
Cc1nnc(NC(=O)CSc2nc(CC(C)C)nc3c2c(=O)n(C)c(=O)n3C)s1,1,-2,22,-9,0.7,-4,-19,10,-9
COc1cc(OC)cc(C(=O)N[C@H](C(=O)Nc2ccc(NC(C)=O)cc2)C(C)C)c1,1,-10,8,-19,0.3,-8,-11,-2,5
COc1ccc(N2CCN(C(=O)CN(c3ccccc3)S(=O)(=O)c3ccc(OC)cc3)CC2)cc1,7,-9,15,9,0.1,-3,0,3,7
O=C(Nc1ccc(Cl)c(Cl)c1)Nc1ccc(N2CCCC2)c(S(=O)(=O)Nc2ccccc2Cl)c1,6,-4,11,29,1.3,-4,18,-9,18
CC(C)c1ccc(NC(=O)CSc2nc3ccsc3c(=O)n2CCC(=O)O)cc1,0,-19,18,-2,-0.5,-1,4,7,-9
CCC(=O)Oc1ccc(NC(=O)c2ccco2)cc1,6,-3,0,-21,0.7,-2,-14,7,-8
CSc1nc(N2CCOCC2)c2c(c1C#N)CC(C)(C)OC2,11,-12,14,-16,-0.4,0,-14,4,1
CN(C)C(=O)CCc1ccc2c3c([nH]c2c1)[C@]1(C)[C@@H](C(=O)N2CCCCC2)C[C@H](CC(=O)NCCCn2ccnc2)C(=O)N1CC3,2,-4,-3,-14,0.6,-7,5,4,-10
CCOc1cc(C(=S)N2CCN(C)CC2)ccc1OCC(=O)N1CCOCC1,6,-11,14,-16,0.0,-3,-11,8,-15
CCN(c1ccc(Cl)cc1)S(=O)(=O)c1nnc(NC(=O)C(C)C)s1,-1,x,19,-24,-0.6,-1,-1,15,-14
C=CCNC(=O)c1ccc(CNS(=O)(=O)c2ccc(NC(C)=O)cc2)cc1,4,-3,3,6,0.5,-4,-4,-1,-6
O=C(COC(=O)C1CCCCC1C(=O)N1CCc2ccccc21)NCc1ccco1 (stereo not given),-1,-24,3,-23,-0.7,-6,6,-2,8
CSc1ccc(Cl)c(C(=O)OCC(=O)NCC(C)C)c1,1,-10,22,-1,0.3,-1,-12,14,-8
Clc1ccc(SCCOCCN2CCOCC2)cc1,-1,-6,-9,1,-0.1,-8,9,-10,23
COc1cc(NC(=O)N2CCNC2=O)cc(C(=O)Nc2cccc(C(F)(F)F)c2)c1,20,-7,19,51*,2.2,-2,-21,7,-2
O=c1cc(C(F)(F)F)nc(-c2ccccc2)[nH]1,3,-4,34,-1,1.7,-3,-23,7,-9
Cc1nnc(C)n1/N=C/C=C/c1ccccc1,6,16,-7,-9,0.1,-2,-13,5,-1
COc1ccccc1NC(=O)C(C)OC(=O)C1CCC(C(C)(C)C)CC1 (stereo not given),-1,22,25,-4,2.4,-1,-9,3,-20
COc1cc(S(=O)(=O)N2CCN=C2c2ccccc2)c(OC)cc1Cl,3,-21,3,-19,0.0,-2,-4,2,-2

Hits appear at their usual frequency; any-hit rate near 4.4%.
